Screening data as filed in PubChem BioAssay.
Pf Dd2 inh: qHTS Primary assay for Inhibitors of Plasmodium falciparum Dd2 growth in vitro | P. falciparum Dd2 growth, SYBR Green, 72 h | Potency, µM (titrated, usually from 28.9 µM), without a hit: at the top dose activity, negative = inhibition, actives largely listed as inhibitors | hit rate 4.3% among 120,000 | AID 1347417, 2020; active means well fitted inhibition curve with a large enough effect; inconclusive means small, poorly fitted or top-dose-only effect; inactive means no such curve, though single readings can be large or run the other way;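 further: plate controls were DMSO vehicle for no effect and reference drug for full effect; nearly all actives have a fitted effect of over 65% in size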
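Readout: SYBR Green fluorescence, 485 nm excitation, 535 nm emission, after ~16 h lysis at 37C. Before that, Dd2-infected red cells (2.5% hematocrit) grew 72 h with compound, 29 uM top final concentration.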
* marks the source's active call; other numbers are inactive results; i = inactive; ? = inconclusive; [ ] = another dose, or the depositor's remark. Potency means the concentration at half of the fitted maximal effect. An excerpt, so the mix of outcomes need not match the whole.

SMILES	Pf Dd2 inh
CCOc1ccc(Cl)cc1CNCCCSc1nnnn1C	?
CCCNC1(Cc2cc(C(=O)N3CCCCC3)on2)COC1	-1%[44.1 µM]
C[C@H]1[C@@H]2[C@H]3OC(=O)[C@H](C)C3CC[C@@]2(C)CC[C@@H]1NC(=O)c1ccncc1 (stereo not given in full)	-26%[44.1 µM]
CC(=O)N1CCC(N2C[C@@H]3C[C@H]2C(=O)N(C)c2ccccc2O3)CC1	22%[44.1 µM]
CC(C)Oc1ccc(CN2CC(C(=O)NCc3ccncc3)C3(CCOCC3)C2)cc1 (stereo not given)	?
Cc1c(CC(=O)NCc2cccnc2)c2c(n1CC(C)C)CC(C)(C)CC2=O	i
CCOc1ccc(-c2nonc2NC(=O)COc2ccc(C)c(C)c2)cc1OCC	-8%
CN1C(=O)CCC2(CNC(=O)c3ccccn3)CCC=C12 (stereo not given)	19%
O=C(NCc1ccc(F)c(Cl)c1)C1CCN(C(=O)c2ncn3c2COC(c2ccccc2)C3)CC1 (stereo not given)	i
COc1ccc(-c2cc([C@H]3CN4CC[C@H]3C[C@@H]4CNC(=O)COc3ccccc3)n(C)n2)cc1	i
CC1=C[C@@H](CNC(C)C)[C@H](C(C)C)C[C@H]1Cc1nnc(-c2ccncc2)o1	i
Cn1cccc1CN1CCC2(C1)C(=NC1CCCC1)NC(=O)N2c1cccnc1 (stereo not given)	11%
CNC(=O)N1CCC(N2C(=O)C3(CCCCC3)C2c2ccccc2)CC1 (stereo not given)	?
Oc1ccc(Nc2ccnc(N3CC4CCC(C3)N4CC(F)(F)F)n2)cc1	?
CCOc1ccccc1NC(=O)CCCc1nc(-c2ccccc2Cl)no1	-6%
CN(CC1CC1)C1CCc2ccccc21 (stereo not given)	-12%[44.1 µM]
CCN(C(=O)c1c(C)oc2ncn(CC(C)C)c(=O)c12)c1cccc(Cl)c1	-1%
O=C(NC1CCNC1)C1CCN(c2nc(-c3ccccc3)nc3c2CCC3)CC1 (stereo not given)	7.1µM*
CCOc1cccc2cc(-c3nnc(Nc4ccc(F)c(Cl)c4)s3)c(=O)oc12	21%
O=C1C(N2CCN(S(=O)(=O)c3ccc(Cl)cc3)CC2)CCN1CCc1ccccc1 (stereo not given)	i
Cc1ccc(NC(=O)N2CCc3c(c4ccccc4n3C)C2)cc1C	-18%
COC(=O)c1ccc(Nc2nc(-c3ccc(C)cc3)nc3ccccc23)cc1	?
Cc1ccc(C)c(N2CCN(C(=O)c3cc4cc5ccc(C)cc5nc4o3)CC2)c1	-15%
COc1ccc(CNC(=O)[C@@H]2CCC[C@@H](NC(=O)c3nc4ccccc4s3)CN(C)C(=O)C2)cc1	-16%
CCOC(=O)c1c(NC(=O)c2cc(=O)c3cc(Cl)ccc3o2)sc(C)c1C	27%
The listing continues.
SMILES	Pf Dd2 inh
CCCCc1ccc(NC(=O)CN2C(=O)NC3(CCOCC3)C2=O)cc1	59%[activator]
COc1ccc(Cl)cc1NC(=O)C(C)N1Cc2ccccc2C1=O (stereo not given)	2%
CC(C)Cc1cc(C(=O)N2CCc3onc(-c4ccccc4F)c3C2)on1	?
COCC1CN(C(C)=O)CC12CCN(C(=O)Cc1ccc(OC)cc1)CC2 (stereo not given)	i
Cc1ccc(NC(=O)C(C)Sc2nc3c(c(=O)[nH]2)CCCC3)cc1Cl (stereo not given)	-29%
Cc1ccc(S(=O)(=O)N2CCCc3cc(NS(=O)(=O)c4cc(F)ccc4F)ccc32)cc1	17%
Cc1ccc(S(=O)(=O)NC2(C(F)(F)F)C(=O)Nc3c2c(=O)[nH]c(=O)n3-c2ccccc2)cc1 (stereo not given)	23%
COc1ccc(CN2CCc3nc(N(C)C)[nH]c(=O)c3CC2)cc1OC	-18%[5.79 µM]
COc1cc(OC)cc(-c2nc(C3CC(=O)N(c4ccc(Cl)cc4)C3)no2)c1 (stereo not given)	9%
Cc1ccc2c(=O)cc(C(=O)Nc3sc4c(c3C(=O)NCc3ccco3)CCCC4)oc2c1C	20%
O=C(COc1ccccc1F)Nc1c(C(=O)Nc2cccc(F)c2)oc2ccccc12	41%
COc1ccc(N2CCN(C(=O)Cn3ccn4nc(-c5ccccc5)c(CO)c4c3=O)CC2)cc1	i
CCC(=O)N1CCc2cc(CNS(=O)(=O)c3cc(Cl)ccc3OC)ccc21	-18%
Cc1ccc(S(=O)(=O)N2CC[C@@H](CC(=O)O)[C@@H](CCN(CCN3CCOCC3)c3ccccc3)C2)cc1	?
O=C(Nc1ccc(Cl)c(C(F)(F)F)c1)C(Cc1ccccc1)NS(=O)(=O)c1ccc(Br)s1 (stereo not given)	-12%
Cc1nn2c(c1-c1cccnc1N1CCOCC1)N(C(=O)Cc1ccc(Cl)cc1)CCC2	2%
COc1ccc(N2CCN(c3cc(C4CC(N)C4)nc(N)n3)CC2(C)C)cc1 (stereo not given)	?
O=C(NC1CCC1)c1ccc2nccn2c1	38%[activator][44.1 µM]
COC(=O)c1ccccc1NC(=O)c1cc2cc(C)ccc2n1C	?
Cc1cc(C)cc(NC(=O)CN(C)S(=O)(=O)c2ccc3c(c2)CCC(=O)N3)c1	103%[activator]
Cn1cnc(S(=O)(=O)N2CCCC(C(=O)NC3CCCC3)CCNC(=O)CC2)c1 (stereo not given)	-14%
CCCCNC(=O)C1CCN(C(=O)c2nnn3c2COC(c2ccc(OC)cc2)C3)CC1 (stereo not given)	i
CCc1ccc(C(=O)c2cn(CC(=O)Nc3cc(OC)ccc3OC)c3ccc(Cl)cc3c2=O)cc1	?
Cc1ccc(NC(=O)Cn2c(=O)n(Cc3ccccc3)c(=O)c3sc4ccccc4c32)cc1	-16%
O=C(c1ccc(N2CCC(O)CC2)nc1)N1CCC(Oc2cccnc2)CC1	-29%

A run of entries from the list above, as a working copy:
SMILES	Pf Dd2 inh
CCCCc1ccc(NC(=O)CN2C(=O)NC3(CCOCC3)C2=O)cc1	59%[activator]
COc1ccc(Cl)cc1NC(=O)C(C)N1Cc2ccccc2C1=O (stereo not given)	2%
CC(C)Cc1cc(C(=O)N2CCc3onc(-c4ccccc4F)c3C2)on1	?
COCC1CN(C(C)=O)CC12CCN(C(=O)Cc1ccc(OC)cc1)CC2 (stereo not given)	i
Cc1ccc(NC(=O)C(C)Sc2nc3c(c(=O)[nH]2)CCCC3)cc1Cl (stereo not given)	-29%
Cc1ccc(S(=O)(=O)N2CCCc3cc(NS(=O)(=O)c4cc(F)ccc4F)ccc32)cc1	17%
Cc1ccc(S(=O)(=O)NC2(C(F)(F)F)C(=O)Nc3c2c(=O)[nH]c(=O)n3-c2ccccc2)cc1 (stereo not given)	23%
COc1ccc(CN2CCc3nc(N(C)C)[nH]c(=O)c3CC2)cc1OC	-18%[5.79 µM]
COc1cc(OC)cc(-c2nc(C3CC(=O)N(c4ccc(Cl)cc4)C3)no2)c1 (stereo not given)	9%
Cc1ccc2c(=O)cc(C(=O)Nc3sc4c(c3C(=O)NCc3ccco3)CCCC4)oc2c1C	20%
O=C(COc1ccccc1F)Nc1c(C(=O)Nc2cccc(F)c2)oc2ccccc12	41%
COc1ccc(N2CCN(C(=O)Cn3ccn4nc(-c5ccccc5)c(CO)c4c3=O)CC2)cc1	i
CCC(=O)N1CCc2cc(CNS(=O)(=O)c3cc(Cl)ccc3OC)ccc21	-18%
Cc1ccc(S(=O)(=O)N2CC[C@@H](CC(=O)O)[C@@H](CCN(CCN3CCOCC3)c3ccccc3)C2)cc1	?
O=C(Nc1ccc(Cl)c(C(F)(F)F)c1)C(Cc1ccccc1)NS(=O)(=O)c1ccc(Br)s1 (stereo not given)	-12%

Next part
SMILES	Pf Dd2 inh
COc1ccc(NC(=O)c2ccc(CNS(=O)(=O)c3ccc4c(c3)C(C)(C)C(=O)N4C)cc2)cc1	2%
CC1=NOC2(CCN(Cc3ccc(C#N)cc3)C2)C1 (stereo not given)	-22%[44.1 µM]
CCOC(=O)c1cc2c(=O)n3ccccc3nc2n(Cc2ccco2)c1=NC(=O)c1ccc(OC)cc1	i
COc1cc(=O)n2c(c1C(=O)NCc1cc(F)cc(F)c1)CCCC2	-21%
CC(C)(C)CC(=O)Nc1nc2c(s1)C[C@@H]1[C@](C)(CO)[C@H](O)CC[C@@]1(C)[C@@H]2CC(=O)Nc1ccccc1	11µM*
Cc1cc(C)cc(NC(=O)c2cccc(N3CCCS3(=O)=O)c2)c1	6%
Cc1cccc(OCC2(CNC3CCOCC3)C[C@@H](O)[C@@H](O)C2)n1 (stereo not given in full)	-14%[44.1 µM]
O=C1NCc2ccccc2CC12CCCCN2Cc1ccncc1 (stereo not given)	?
COc1ccc(CN2CC[C@H](c3nnc(C)o3)C2)cc1	8%[44.1 µM]
Cc1ccc(N(CC(=O)N2CCN(c3cc(C)ccc3C)CC2)S(=O)(=O)c2c(C)nn(C)c2C)cc1	?
COc1ccc(CCNC(=O)c2ccc3nccn3c2)cc1	-3%[44.1 µM]
COc1cccc(NC(=O)N2C[C@@H](F)C[C@H]2C(=O)N2CCCCC2)c1	21%
Cc1nc2c(NS(=O)(=O)c3cccc(C#N)c3)cccn2n1	3%
CN(C)C(=O)N[C@@H]1CN[C@H](CO)C1	?
CCn1nc(-c2ccccc2)c(-c2ccccc2)c(C(=O)Nc2ccccc2C#N)c1=O	-9%
Cc1ccc(C)c(NC(=O)C(=O)NCCc2csc3nc(-c4ccccc4C)nn23)c1	0%
CN1C[C@@H](NS(=O)(=O)c2ccc(Cl)cc2)C[C@H]1c1nc(-c2ccc(F)cc2)no1	i
CCn1c(=O)c(=O)n(CC)c2cc(N3CCCCC3)c(NC(=O)c3ccccc3OC)cc21	?
CCOCCCNC(=O)CCC(=O)NNc1nc2ccccc2c2nc(-c3ccccc3)nn12	-17%
COc1ccc(Cl)cc1C(=O)N1[C@@H]2CC[C@H]1CC(NC(=O)c1ccncc1)C2 (stereo not given in full)	-12%
COc1ccc(OCc2nc3ccccc3n2Cc2ccc(C(C)(C)C)cc2)cc1	11µM*
Cc1oc(-c2ccc(Cl)cc2)nc1CN1CCCC(C(=O)NCCc2ccc(Cl)cc2)C1 (stereo not given)	18%
CC(C)CN(CCCNC(=O)c1cc(=O)[nH]c2ccc(S(=O)(=O)N3CCCCCC3)cc12)CC(C)C	2%
COc1ccc(Nc2nnc(-c3cc4c(ccc5ccccc54)oc3=O)s2)cc1	31%[activator]
Cc1ccc(C2(C(=O)N[C@@H]3COCC[C@@H]3OCc3ccccc3)CC2)cc1	-9%
Additional entries follow.
SMILES	Pf Dd2 inh
CN1CCCN(C(=O)c2ccccc2)c2ccccc21	1%
O=C1NCc2ccccc2CC12CCN(Cc1ccc(Br)cc1)C2 (stereo not given)	?
CCC(C)NC(=O)N1CC(Oc2ccc(-c3noc(C4CCOCC4)n3)cc2)C1 (stereo not given)	?
O=C(CCn1ccn2nc3c(c2c1=O)CCCC3)Nc1ccc(Oc2ccccc2)cc1	i
Cc1ncsc1C1N(C2CCNCC2)C(=O)C12CCCC2 (stereo not given)	i
COc1ccc(CN2CCNc3cc(Nc4ccccc4)ncc3C2)cn1	?
O=S(=O)(c1cccnc1)N1CCCCC1CCc1cccs1 (stereo not given)	?
O=C(Cc1ccc(N2CCNC2=O)cc1)N1CCC2(CC1)[C@H](O)C[C@@H]2O	-2%
COc1ccc(-c2nc(CN3CCC(C(=O)NCc4ccc(F)cc4)CC3)c(C)o2)cc1OC	14%
O=C(Cc1c[nH]c2ncc(-c3cn[nH]c3)cc12)NCc1cccnc1	11µM*
O=C(NC1CC1)c1nc(-c2ccc(F)cc2)c2cnccn12	11µM*
CCN1CC(c2ccccc2)CC2(CCN(C(=O)c3ccc(C)nc3)CC2)C1 (stereo not given)	-30%
COc1ccc(C)cc1NC(=O)C(=O)NCC1(c2ccccc2)CCCC1	15%
COc1ccc(CNC(=O)C[C@@H]2C[C@H]3O[C@H](CN)[C@@H](O)[C@H]3O2)cc1	14%[44.1 µM]
Fc1ccc(-c2noc([C@@H]3CCCN3Cc3ccc(Cl)cc3)n2)nc1	i
CCc1ccc(NC(=O)CSC2=Nc3ccccc3C3=NC(CCC(=O)NCc4ccccc4)C(=O)N23)cc1 (stereo not given)	i
COCCN1C(=O)[C@H]2CN(Cc3cc(F)ccc3F)C[C@H]2C1=O	3%
COc1ccc(-c2noc(-c3ccc(N4CCOCC4)c([N+](=O)[O-])c3)n2)cc1OC	i
COCCN1C(=O)Cc2ccccc2C1C(=O)NCc1cccc(Cl)c1 (stereo not given)	?
Cc1nn(-c2ccccc2)c2c1N(CCCC(=O)NC(C)c1ccccc1)C(=O)CS2 (stereo not given)	i
CCN(CC)S(=O)(=O)c1ccc2c(c1)N(CC(=O)N1CCN(c3cccc(C)c3C)CC1)C(=O)CO2	?
O=C(c1ccc2c(c1)OCO2)N1CCC2(CC1)NC(=O)N(Cc1ccccc1)C2=O	0%
Cc1cc(C)n2nc(CC(=O)NC[C@@H]3C[C@H](F)CN3)nc2n1	-8%
COC1CCC12CCN(C(=O)C1CC1)CC2 (stereo not given)	31%[activator]
CC(C)CC(NC(=O)c1cnc2ccccc2c1)c1nnc2n1CCNCC2 (stereo not given)	-6%
Additional records
SMILES	Pf Dd2 inh
O=C(NC1CCCC1)N1c2ccccc2CC1c1nc(C2CC2)no1 (stereo not given)	0%[5.79 µM]
Cn1c(=O)c(=O)n(C)c2cc(N3CCCC3)c(NC(=O)c3ccccc3Cl)cc21	-8%
COc1ccccc1-c1nnc([C@H]2CCN(Cc3ccc(F)cc3)C2)o1	i
Cc1cn2nc(C(=O)N3CCN(c4cccc(Cl)c4)CC3)cc2c(N2CCCC2)n1	?
Fc1ccccc1-c1cnc2n[nH]c(-c3ccccc3)c2n1	i
CC(=O)N1CCN(c2cc(Cl)ncn2)C(=O)C1	10%[44.1 µM]
CCC(=O)N(C1CCOCC1)C1CCN(S(=O)(=O)c2c(C)nn(C)c2C)CC1	i
COC(=O)C(NC(=O)CCc1c(C)nc2cc(-c3cccc(F)c3)nn2c1C)C(C)C (stereo not given)	?
O=C(c1n[nH]c(=O)c2ccccc12)N1CCCCCC1c1nnc(-c2ccccc2)o1 (stereo not given)	?
CC(=O)NCC(=O)NC1CC(C)(C)Cc2nc(N(C)Cc3ccccc3)ncc21 (stereo not given)	?
